Assay outcomes: PubChem, several laboratories
TROY NFkB inh: inhibitors of TROY-dependent NF-kB signaling; AID 1347056; Q293 LMP1-TROYcd NF-kB luciferase reporter, 4 h; inhibition, % at 10 µM; actives 0.98% (n = 360,000);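 active means compounds whose plate-normalised and pattern-corrected inhibition of the luciferase reporter signal at the single screening dose is 50% or more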
NCOA2 inhibitor: human SRC2 (NCOA2) inhibition; HEK293 GAL4-SRC2 luciferase reporter, luminescence; inhibition, % at 9 µM; actives 0.17% (n = 370,000);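 active means inhibition above the mean inhibition of all tested compounds plus 3 SD, set per campaign, cut at about 52% in these data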;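 further: 0% = DMSO treated cells and 100% = cells given Gossypol at 36 µM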
LMP1 NFkB inh: reduces LMP1-driven NF-kappaB luciferase signal; inhibition, % at 12.5 µM; LMP1-induced NF-kappaB luciferase reporter cells, luminescence; AID 504558; actives 0.69% (n = 350,000); in the data active means inhibition above about 41%;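 further: 0% = neutral control wells and 100% = reference inhibitor control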
TWEAK-Fn14 inh: inhibitors of TWEAK-Fn14 interaction signaling. TWEAK-stimulated Fn14 reporter cells, luciferase luminescence, 8 h. inhibition, % at 10 µM. actives 2% (n = 360,000); in the data active means inhibition above about 50%
SRC3 inh: inhibitors of human steroid receptor coactivator 3 (SRC3); HEK293 GAL4-SRC3 luciferase reporter, luminescence; inhibition, % at 3.6 µM; actives 0.17% (n = 360,000); AID 588352;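 active means inhibition above a per-campaign cutoff, the mean of all compounds plus 3 SD, cut at about 60% in these data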;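 further: 0% = DMSO-treated cells and 100% = gossypol-treated cells at 36 µM; higher means less SRC3-driven luciferase light from the GAL4 reporter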
CF NFkB inh: blocks PAF-induced NF-kB reporter in cystic fibrosis cells. KKLEB NF-kB-GFP reporter, GFP fluorescence overnight. actives 0.86% (n = 360,000). inhibition, % at 5 µM. AID 588850;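 active means at least 50% inhibition at 5 µM, scaled per plate between neutral and stimulator controls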;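 further: PAF is a Pseudomonas aeruginosa culture filtrate used as stimulus; plate controls were PAF-stimulated DMSO wells for no effect and unstimulated DMSO wells for full effect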
LRH-1 inv ag: NR5A2 inverse agonism in reporter assay; O00482; HEK293T StAR-luciferase reporter, LRH-1 transfected, 24 h; inhibition, % at 3.6 µM; actives 0.13% (n = 360,000); AID 602396;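 active means inhibition above the mean inhibition of all tested compounds plus 3 SD, cut at about 73% in these data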;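 further: 0% = DMSO wells and 100% = reporter-only cells lacking LRH-1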
Target sequence (O00482 whole entry, looked up): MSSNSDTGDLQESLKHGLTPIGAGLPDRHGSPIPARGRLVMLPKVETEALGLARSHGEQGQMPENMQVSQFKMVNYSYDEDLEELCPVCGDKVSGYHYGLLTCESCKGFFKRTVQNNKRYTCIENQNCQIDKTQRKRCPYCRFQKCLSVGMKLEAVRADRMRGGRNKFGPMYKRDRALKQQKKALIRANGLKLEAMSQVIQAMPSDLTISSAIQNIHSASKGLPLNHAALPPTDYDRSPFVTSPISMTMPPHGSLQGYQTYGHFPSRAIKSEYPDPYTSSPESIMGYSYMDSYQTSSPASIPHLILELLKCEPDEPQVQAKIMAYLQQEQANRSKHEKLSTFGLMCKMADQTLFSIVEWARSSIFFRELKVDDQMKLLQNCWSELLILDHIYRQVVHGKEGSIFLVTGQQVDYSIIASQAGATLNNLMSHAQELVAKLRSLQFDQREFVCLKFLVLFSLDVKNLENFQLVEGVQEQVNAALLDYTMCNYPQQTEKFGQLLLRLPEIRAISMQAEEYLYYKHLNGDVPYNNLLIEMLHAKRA
NR2F2 inh: blocks human COUP-TFII nuclear receptor; P24468; HEK293T NGFI-A luciferase reporter, luminescence; inhibition, % at 8.6 µM; actives 0.7% (n = 370,000);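 active means inhibition above a per-plate cutoff, mean inhibition of test wells between control levels plus 3 SD, cut at about 38% in these data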;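 further: cells cotransfected with COUP-TFII expression vector driving the NGFI-A reporter; 0% = median of COUP-TF2 test wells and 100% = reporter-only cells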
Target sequence (P24468 whole entry, looked up): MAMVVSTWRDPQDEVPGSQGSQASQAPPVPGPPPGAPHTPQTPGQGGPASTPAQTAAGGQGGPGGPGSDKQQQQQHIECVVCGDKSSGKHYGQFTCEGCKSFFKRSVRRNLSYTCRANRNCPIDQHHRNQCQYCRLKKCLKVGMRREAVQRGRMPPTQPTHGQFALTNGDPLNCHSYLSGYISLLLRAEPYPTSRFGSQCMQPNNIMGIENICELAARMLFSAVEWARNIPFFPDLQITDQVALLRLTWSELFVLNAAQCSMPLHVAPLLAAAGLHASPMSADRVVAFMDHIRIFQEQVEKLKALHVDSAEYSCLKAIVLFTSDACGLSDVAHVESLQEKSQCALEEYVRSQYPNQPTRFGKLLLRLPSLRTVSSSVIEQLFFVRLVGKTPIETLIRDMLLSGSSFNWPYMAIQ
NCOA1 inh: human NCOA1 inhibition. HEK293 GAL4-SRC1 luciferase reporter, luminescence. actives 0.12% (n = 360,000). Q15788. inhibition, % at 3.6 µM;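 active means inhibition above the campaign mean plus 3 SD, with each screening campaign given its own cutoff, cut at about 60% in these data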;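 further: 0% = DMSO treated cells and 100% = gossypol at 36 µM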
KKLEB cytotox: counter-screen for CF NF-kB inhibitors: cytotoxicity; KKLEB CF airway cells viability, ATPlite luminescence, overnight; hits give low values; cells stimulated with P. aeruginosa culture filtrate; activity change (cytotoxicity), % at 5 µM; actives 0.36% (n = 360,000); AID 602141;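 active means corrected activity change at or below -50% at 5 µM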
TRAIL sens C8: caspase-8 TRAIL sensitization. NB7+C8 cells + TRAIL, ATPlite viability luminescence. inhibition (viability loss, TRAIL sensitization), % at 10 µM. actives 1% (n = 360,000);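 active means compounds causing at least 50% loss of cell viability in the single-dose screen, relative to plate controls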
The depositor's hits bear a star; nt = no result given.

SMILES | TROY NFkB inh | NCOA2 inhibitor | LMP1 NFkB inh | TWEAK-Fn14 inh | SRC3 inh | CF NFkB inh | LRH-1 inv ag | NR2F2 inh | NCOA1 inh | KKLEB cytotox | TRAIL sens C8
CN(C)C(=S)Nc1ccc(Cc2ccncc2)cc1 | 5.2 | 11.3 | -1.0 | -12.2 | -0.2 | -11.5 | -6.0 | 4.8 | 6.9 | 1.8 | -6.0
COc1cc(C(=O)COC(=O)C2CCCCC2)cc(OC)c1OC | -18.1 | -31.0 | 23.8 | -15.9 | -8.0 | -2.7 | -6.9 | 6.8 | -8.9 | 8.9 | -4.4
CCCn1c2c(c(=N)c3c1CCC3)CCCC2 | -9.5 | 20.5 | 19.3 | 32.4 | 13.8 | 6.2 | 60.2 | 24.8 | 24.3 | 2.7 | 37.3
Cc1cnc(C(=O)OCC(=O)Nc2ccccc2[N+](=O)[O-])cn1 | -17.7 | -13.1 | 1.4 | 10.2 | -0.1 | -37.8 | 19.7 | -4.3 | 5.7 | 7.6 | 4.4
O=C(Nc1nc2c(s1)CN(Cc1ccccc1)CC2)c1cccc(S(=O)(=O)N2CCc3ccccc32)c1 | 9.9 | -5.9 | 13.1 | 16.1 | 19.7 | -6.3 | -18.9 | -16.2 | -5.4 | 10.0 | 16.4
O=S(=O)(c1ccc(Sc2nnc3ccccn23)nc1)N1CCOCC1 | -7.7 | -4.0 | -22.3 | -7.4 | 1.2 | -1.4 | 9.2 | 2.3 | -5.0 | -12.1 | 8.0
CC1=CS/C(=C(/C#N)C(=O)N2CCOCC2)N1c1ccccc1 | 25.9 | -17.0 | -1.5 | 9.1 | 9.9 | -1.5 | -6.1 | -2.0 | -3.6 | -2.4 | -6.5
Cc1ccc(/C=C/C(=O)NCc2cccs2)o1 | 3.3 | -33.1 | -15.5 | -4.3 | -5.5 | -7.1 | -5.3 | 4.5 | -15.2 | -2.4 | 8.6
CCSc1ccc([C@@H]2[C@@H]3C(=O)N(CC)C(=O)[C@@H]3[C@]3(C(=O)OC)CCCCN23)cc1OC | -2.9 | -4.6 | -1.1 | -7.0 | 2.0 | -1.3 | 21.9 | 6.7 | -7.3 | 9.8 | -15.7
CN(Cc1ccccc1)C(=O)[C@H]1CCC(=O)N1Cc1ccco1 | 8.2 | -4.3 | -14.3 | 9.2 | 11.2 | 2.7 | -13.0 | 5.2 | -11.8 | 3.3 | 4.7
O=C(NNc1ncc(C(F)(F)F)cc1Cl)c1c(Cl)cccc1Cl | 16.9 | -6.4 | 16.7 | 11.4 | -13.5 | 33.9 | 23.6 | 13.7 | -1.9 | -27.1 | 1.2
COc1ccc2c(c1)CC/C(=C\Nc1ccc3c(c1)OCO3)C2=O | -20.5 | -73.2 | -43.5 | 9.0 | -58.7 | -8.1 | -48.5 | -19.8 | -61.3 | -12.8 | 51.9*
COc1ccc(-n2c(-c3ccc(Cl)cc3)c[n+]3c2CCc2ccccc2-3)cc1 | 41.5 | 28.6 | 4.2 | 24.7 | 49.1 | -9.4 | 55.4 | 50.6* | 23.4 | -11.8 | 38.7
Cc1cc(OCC(=O)NCc2ccccn2)cc(C)c1Br | -47.3 | nt | -3.0 | -18.3 | 10.4 | -9.6 | -9.9 | nt | -9.5 | -0.3 | -9.8
O=C(CSc1ccccc1)Nc1ccncc1 | -9.5 | -29.3 | 10.2 | -3.2 | -24.8 | 10.3 | 9.2 | 10.9 | -5.8 | -3.5 | -14.7
Cc1ccc(NC(=O)c2ccc(OC(F)F)cc2)cc1S(=O)(=O)N(C)C | -12.5 | -2.0 | 5.8 | 21.3 | -14.4 | -31.1 | -37.4 | 17.0 | -23.3 | 1.2 | 27.8
Cc1noc(C)c1CCC(=O)N1CCCC(CCC(=O)NCc2ccc(F)c(F)c2)C1 (stereo not drawn) | -25.1 | -23.4 | 1.3 | 0.2 | 16.9 | -13.7 | 9.7 | 7.9 | -30.0 | -2.3 | -3.4
COc1ccc(CCNC(=S)Nc2cc(C)cc(C)c2)cc1 | 12.4 | 10.0 | 1.3 | -18.8 | 20.2 | 13.7 | 15.9 | 4.8 | -7.1 | -1.2 | -5.9
O=C(CN1C(=O)CSc2ccc(S(=O)(=O)N3CCOCC3)cc21)NCc1cccnc1 | -5.3 | 5.0 | -6.9 | -4.3 | 6.8 | 6.6 | 3.3 | 17.7 | -0.9 | 12.5 | -2.6
Cc1cccc(NC(=O)Cn2c(C)c(C#N)c3ccccc32)c1C | -14.5 | -9.1 | 0.6 | -15.8 | 7.4 | 15.3 | 36.4 | 1.7 | 8.7 | 4.9 | 7.3
O=C1C=C(c2cccc3c2oc2ccccc23)CCC1 | -55.5 | -24.8 | -5.7 | -32.0 | -22.7 | -14.4 | -5.3 | -15.1 | 1.2 | -5.8 | 15.7
NS(=O)(=O)c1ccc(Nc2ccc([N+](=O)[O-])c3nonc23)cc1 | 3.3 | 25.5 | 6.3 | 0.7 | 7.9 | 10.0 | 8.1 | 8.7 | -9.9 | -16.8 | 15.0
O=C1/C(=C/c2ccc3c(c2)OCO3)Oc2cc(OCC(=O)N3CCC[C@H]3C(=O)O)ccc21 | -6.9 | nt | -7.5 | 8.3 | -10.3 | 15.0 | -21.1 | nt | -2.9 | -2.3 | 4.4
CCOc1[nH]n(-c2ccccc2)c(=O)c1C=Nc1ccc(Cl)cc1 | -10.7 | 1.1 | -14.3 | 3.2 | -47.6 | 3.0 | -11.7 | 8.1 | 3.6 | 1.3 | 35.8
Cc1ccc(NNC(=O)c2ccno2)c(C)c1 | 27.0 | 20.5 | -16.4 | -11.9 | 9.6 | -1.8 | 0.1 | -3.6 | 9.1 | 4.5 | 12.7
CCC(CC)=NNc1ccc(S(N)(=O)=O)cc1[N+](=O)[O-] | -14.5 | 11.4 | 2.3 | 28.9 | 6.3 | 0.1 | 8.8 | 11.2 | -11.1 | 2.8 | 4.4
CC1CCCCC1NS(=O)(=O)c1ccc(S(=O)(=O)N2CCN(CCC#N)CC2)cc1 (stereo not drawn) | 5.2 | -17.1 | -4.5 | -1.1 | -23.8 | -3.1 | -24.2 | 6.0 | -7.4 | -8.3 | 3.0
CCCCCN(C(=O)CCC(=O)OCCOc1ccccc1)c1c(N)n(CCCC)c(=O)[nH]c1=O | 18.5 | -15.3 | -3.9 | 6.4 | 6.5 | -4.0 | -10.7 | 17.2 | -1.1 | 8.0 | -3.7
O=C(Oc1cccc2ccccc12)C1CC1 | 19.8 | 6.5 | 5.4 | 1.5 | -31.2 | -15.9 | 0.6 | 12.2 | 2.6 | 7.3 | 1.4
CCCn1c(NCc2cccc(OC)c2O)nc2ccccc21 | -69.4 | -14.2 | -1.7 | -1.1 | 0.7 | -24.1 | -20.3 | -9.1 | -8.7 | 1.4 | 7.4

NR2F2 inh, hit marks shown above
molecule | NCOA2 inhibitor | LMP1 NFkB inh | TWEAK-Fn14 inh | SRC3 inh | CF NFkB inh | LRH-1 inv ag | NR2F2 inh | NCOA1 inh
COc1ccc(-n2c(-c3ccc(Cl)cc3)c[n+]3c2CCc2ccccc2-3)cc1 | 28.6 | 4.2 | 24.7 | 49.1 | -9.4 | 55.4 | 50.6* | 23.4

New compounds follow:
SMILES | TROY NFkB inh | NCOA2 inhibitor | LMP1 NFkB inh | TWEAK-Fn14 inh | SRC3 inh | CF NFkB inh | LRH-1 inv ag | NR2F2 inh | NCOA1 inh | KKLEB cytotox | TRAIL sens C8
O=C(NC(Cc1c[nH]c2ccccc12)C(=O)O)/C(=C/c1ccc2c(c1)OCO2)NC(=O)c1ccccc1 (stereo not drawn) | 9.5 | -18.2 | -3.5 | -1.2 | -0.8 | -12.7 | 11.5 | 15.3 | -51.3 | 7.1 | -6.1
CCN(CC)C(=O)C(Cc1ccccc1)N1C(=O)c2ccccc2C1=O (stereo not drawn) | -10.4 | -15.7 | 1.9 | 5.9 | 8.9 | 7.7 | 8.2 | 3.8 | -17.4 | 6.1 | -14.4
O=C(NC1CCCCC1)C(c1ccncc1)N(C(=O)c1csnn1)c1ccccc1 (stereo not drawn) | -11.1 | 18.0 | 0.0 | -2.2 | 9.4 | -6.9 | 8.5 | -8.4 | -1.9 | -0.5 | -10.1
O=C(NNC(=O)c1cc2cc(OC(F)(F)F)ccc2[nH]1)c1cccc(C(F)(F)F)c1 | 10.0 | -30.1 | 0.0 | -1.6 | 20.7 | 27.9 | 5.2 | 16.8 | -6.4 | -12.4 | -4.9
COc1cnn(-c2ccc([N+](=O)[O-])cc2)c(=O)c1Cl | -26.0 | -55.5 | -7.3 | -10.2 | 4.7 | -26.0 | -1.5 | -6.9 | -23.7 | 11.3 | -5.9
COc1ccc(OC)c(NCc2nnc(-c3ccccc3)o2)c1 | 0.7 | -10.0 | 9.7 | -26.0 | -6.0 | -0.7 | 0.4 | 1.0 | -3.2 | 3.9 | -13.2
COc1ccc(C(=O)NC(=S)Nc2ccc3c(c2)Cc2ccccc2-3)cc1 | 52.1* | -5.3 | 6.6 | 15.3 | 10.3 | -16.2 | 2.8 | -4.4 | -16.0 | 5.5 | 12.2
Cc1cc(NS(=O)(=O)c2ccc(NC(=O)COc3ccc(C#N)cc3)cc2)nc(C)n1 | -1.4 | 10.4 | -2.7 | 1.7 | -18.7 | -17.6 | -10.8 | -6.3 | -7.2 | 11.7 | -5.0
CCCCC(=O)N(C)c1c(CC)nc2c(OCCC3CCCCC3)cccn12 | 1.8 | 4.0 | nt | -9.8 | -6.6 | 15.5 | -4.6 | -2.6 | 11.0 | 1.7 | -1.6
Cc1ccccc1CN1CCC(C(=O)Nc2ccc(Oc3cccnc3)cc2)CC1 | 19.4 | 23.6 | 1.8 | -5.6 | 11.3 | -8.4 | -5.1 | 8.4 | -27.3 | 4.5 | 1.1
O=C(NCc1ccccc1Cl)c1ccc2c(c1)OCO2 | -32.5 | -15.8 | -2.3 | 3.5 | -8.6 | 7.3 | 3.0 | -26.0 | -28.7 | -1.4 | 16.0
COC(=O)[C@]12CCCCC=C1N(Cc1ccc(Cl)cc1Cl)C(=O)[C@H](CC(=O)NCCCCc1ccccc1)C2 | 9.8 | -25.5 | nt | 16.9 | nt | nt | 1.2 | 0.2 | nt | nt | 19.7
COc1cccc(NC(=O)CCc2nc(-c3ccccc3F)no2)c1 | -5.0 | -29.7 | -4.8 | 17.1 | -26.1 | 3.6 | -16.0 | 4.4 | -11.4 | 3.5 | 3.3
CCCc1ccc(S(=O)(=O)Nc2ccc(C)c(NS(C)(=O)=O)c2)cc1 | 13.3 | -0.8 | 7.5 | 21.0 | 3.8 | 7.6 | 1.2 | 24.6 | 4.8 | -8.5 | -20.3
CC1=C(C(=O)OCc2ccccc2)C(c2ccccc2OC(F)F)NC(=O)N1 (stereo not drawn) | -2.8 | 21.6 | 0.4 | -3.0 | 20.4 | -11.0 | -6.2 | 16.2 | 13.2 | -0.6 | -5.7
O=C(COC(=O)c1cc2ccccc2cc1O)NC(=O)NCc1ccco1 | 0.9 | 2.9 | 1.2 | 2.0 | 5.9 | -11.1 | 0.3 | -3.2 | -14.3 | -3.5 | 3.5
NC(=O)COC(=O)c1cc([N+](=O)[O-])ccc1NCCO | 5.2 | -6.2 | -0.4 | 7.9 | 10.2 | -35.5 | -7.6 | 6.3 | 8.0 | 13.8 | -9.0
Nc1nc(N)c2cc(CNc3ccc(Cl)c(Cl)c3)ccc2n1 | 35.9 | 12.9 | 3.3 | 98.2* | 7.7 | 44.9 | 27.4 | -17.7 | -0.4 | -26.4 | 95.1*
